Compound activity as filed in PubChem.
Measles CPE: protection of cells from measles virus; protection (pct of control), % at 4 µM; 1.5% of 140,000 active; Measles virus-infected cells, CPE protection, absorbance; in the data active = protection mostly above about 24%, no sharp cut-off; inactive = mostly below about 26%; note: some compounds called inactive have numbers as strong as hits
Yeast growth inh: reduces growth of yeast BB579 in restrictive medium; S. cerevisiae BB579 growth, OD615, 48 h; inhibition, % at 10 µM; 0.51% of 140,000 active; AID 804;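 active = inhibition above a set limit, 3 SD over the mean compound inhibition, cut at about 44% in these data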; note: inactives centre near -24
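System: Saccharomyces cerevisiae DeaD strain BB579, replicative lifespan model yeast | Buffer or medium: Restrictive glucose-based CSMM-D medium | Times: 4 h preincubation and 48 h exposure at 30 °C | Detection: OD615 turbidity measurement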
Phagocyt inh: macrophage phagocytosis inhibition; inhibition, % at 5 µM; 0.07% of 110,000 active; J774A.1 macrophage IgG-bead phagocytosis, imaging;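 active = inhibition above the mean of the plate negative controls plus 5 SD, cut at about 13% in these data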;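 note: phagocytic index as fraction of beads internalized from green versus red external bead signal; plate controls were DMSO negative control for no effect and cytochalasin-D positive control for full effect; some results beyond the cut were filed as inactive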
HCT116 bCat-KO: beta-catenin-lacking colon tumor cell growth suppression. 1.5% of 140,000 active. viability, % at 10 µM. HCT116 beta-catenin knockout viability, CellTiter-Glo, 60 h; active compounds read low. AID 818;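 active = viability at or under a set limit, the compound median less 4 SD, cut at about 6% in these data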;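 note: 0% = Hyamine 1622 control at 20 µM and 100% = untreated cell control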
NPY-Y2 antag: NPY-Y2 (human) receptor antagonism | NPY-Y2 expressing cells, antagonist mode | inhibition, % at 2.7 µM | 0.99% of 140,000 active; in the data active = inhibition above about 17%;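 note: 0% = vehicle with agonist challenge and 100% = reference antagonist with challenge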
Target sequence (P49146 whole entry, looked up): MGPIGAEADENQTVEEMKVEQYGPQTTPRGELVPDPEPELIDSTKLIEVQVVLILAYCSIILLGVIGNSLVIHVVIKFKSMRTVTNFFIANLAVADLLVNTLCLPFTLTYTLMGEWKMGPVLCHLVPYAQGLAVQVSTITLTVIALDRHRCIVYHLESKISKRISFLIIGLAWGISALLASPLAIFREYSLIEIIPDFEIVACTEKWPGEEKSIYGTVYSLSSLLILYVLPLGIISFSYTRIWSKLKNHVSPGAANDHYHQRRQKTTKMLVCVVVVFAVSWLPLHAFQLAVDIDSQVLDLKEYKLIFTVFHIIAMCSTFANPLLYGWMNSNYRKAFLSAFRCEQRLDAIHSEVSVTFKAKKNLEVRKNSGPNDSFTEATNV
E-sel TNF inh: TNF alpha driven E-selectin expression inhibition; HUVEC TNFa-induced E-selectin immunofluorescence, high content; inhibition, % at 2 µM; 0.71% of 120,000 active; AID 1246;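 active = inhibition above the batch mean plus 3 SD, and confirmed as a hit on visual image review, cut at about 43% in these data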;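 note: 0% = TNF-stimulated DMSO wells and 100% = unstimulated control wells; not every result past the cut was called active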
Yeast life ext: extends the lifespan of yeast; inhibition of the nicotinamide effect, % at 10 µM; S. cerevisiae growth with nicotinamide, OD615; deaD strain in restrictive glucose medium; 0.68% of 130,000 active;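 active = inhibition above a set limit, placed 3 SD over the median of all compounds, cut at about 26% in these data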;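 note: 0% = nicotinamide-treated wells and 100% = cells grown without nicotinamide; some compounds called inactive have numbers as strong as hits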
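Test system: DeaD-strain S. cerevisiae / Buffer or medium: restrictive glucose medium / Also added: nicotinamide 1.5 mM / Doses: one concentration, 10 µM, DMSO 0.25% / Schedule: 48 h at 30 °C / Signal: OD615 measurement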
HCT116 PTEN-null: growth suppressors of cells with PTEN tumor suppressor deletion; 1.2% of 140,000 active; viability, % at 10 µM; HCT116 PTEN-null viability, CellTiter-Glo, 60 h; active compounds read low; AID 827;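 active = viability at or below a set limit, 4 SD under the median of all tested compounds, cut at about 3.7% in these data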;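 note: PTEN knockout HCT116 line with beta catenin targeted HCT116 as companion control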
MRP1 act: activates MRP-1 | AID 799 | H69AR cells + doxorubicin, viability rescue, CellTiter-Glo | viability increase, % at 10 µM | 0.61% of 140,000 active;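 active = viability gain under doxorubicin at or above a set limit, the compound median plus 3 SD, cut at about 4.7% in these data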;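 note: MRP-1 overexpressing cells given doxorubicin 25 µM after compound pretreatment; 18-22 h compound pretreatment then 72 h with doxorubicin before readout; 0% = doxorubicin-only wells and 100% = vehicle-treated cells without doxorubicin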
GALR2 antag: antagonists of human galanin receptor 2 (GALR2); GALR2-expressing cells, antagonist mode; inhibition, % at 4 µM; 0.39% of 140,000 active; in the data active = inhibition above about 27%;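 note: cells stimulated with galanin 1-16 at roughly its EC80; 0% = agonist challenge control and 100% = basal control without agonist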
Target sequence (O43603 whole entry, looked up): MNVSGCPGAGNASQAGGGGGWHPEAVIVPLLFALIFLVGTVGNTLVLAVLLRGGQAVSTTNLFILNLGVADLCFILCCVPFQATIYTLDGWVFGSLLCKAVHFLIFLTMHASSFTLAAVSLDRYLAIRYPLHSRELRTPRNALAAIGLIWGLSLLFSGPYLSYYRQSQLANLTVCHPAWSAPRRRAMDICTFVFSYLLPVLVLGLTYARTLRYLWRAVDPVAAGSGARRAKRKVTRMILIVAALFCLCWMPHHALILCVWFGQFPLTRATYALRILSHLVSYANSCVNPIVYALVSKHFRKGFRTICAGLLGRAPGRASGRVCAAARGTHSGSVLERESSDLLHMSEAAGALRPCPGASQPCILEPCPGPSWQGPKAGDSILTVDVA
* hit, by the source's call; . = no result given. This is a random part of the collection. About 6.3% of those tested had a hit in this group.

SMILES	Measles CPE	Yeast growth inh	Phagocyt inh	HCT116 bCat-KO	NPY-Y2 antag	E-sel TNF inh	Yeast life ext	HCT116 PTEN-null	MRP1 act	GALR2 antag
COc1ccc(C)cc1NC(=O)CSc1nnc(-c2ccccn2)n1Cc1ccco1	8	-33	-2	95	4	.	-18	78	-1.7	8
CCOc1nc(NCCc2ccc(OC)c(OC)c2)nc(NC(C)(C)CO)n1	3	-46	.	89	5	-2	-9	103	-1.1	0
O=C(CSc1nnc(C2COc3ccccc3O2)o1)Nc1nccs1 (centres undefined)	15	5	0	101	4	-17	-10	102	-1.7	13
CCc1nc2ccccc2n1Cc1ccc(OC)c(OC)c1	6	-28	.	86	3	7	-1	86	0.0	2
Cc1cc(NC(=O)CSc2nc(C(C)C)nc3sc4c(c23)CCCC4)no1	7	-49	-1	66	5	14	-4	71	-1.5	-12
O=C(CSCc1ccc(F)cc1)N1CCN(c2ccc(F)cc2)CC1	8	-30	-1	100	0	-19	-4	91	1.8	6
CCOC(=O)NC(=O)CSc1ccccn1	11	-24	-1	94	1	-2	-19	96	-0.4	-9
CCCCN(C(=O)c1ccc(S(=O)(=O)N(C)C)cc1)c1nc2ccccc2s1	9	-14	-4	82	1	-10	-4	99	-2.1	-7
O=C(NNc1ccccc1[N+](=O)[O-])Nc1ccccc1	12	-40	-1	96	3	5	-8	103	-1.4	0
c1ccc(-c2ccc(C(c3ccccc3)n3ccnc3)cc2)cc1 (centres undefined)	41	96*	.	63	6	.	-7	71	-1.4	0
CC(C)CC(=O)Nc1ccc(-c2nc3ccccc3c(=O)[nH]2)cc1	4	-83	-5	93	1	16	5	92	-2.6	4
O=C(Cc1cccs1)N1CCC(c2nc3c(nnn3Cc3ccccc3Cl)c(=O)[nH]2)CC1	10	-42	.	88	4	.	-3	77	-2.8	-3
O=C(CSc1ccc(/C=N/NC(=O)c2cccc(F)c2)o1)Nc1ccccc1	6	-51	0	94	2	11	-3	104	-1.4	9
CN(C)c1nc(N)nc(-c2cccnc2)n1	25	-22	0	108	1	-63	-18	99	1.4	14
COc1ccc(CNC(=S)Nc2cccc(C)c2)cc1	40*	-5	-1	96	5	-15	-17	94	-2.7	-5
Cc1cc2n(n1)SC(Nc1ccc(F)cc1)N2 (centres undefined)	11	-17	.	78	-2	-24	.	89	-0.2	1
CCN(CC)C(=O)C[n+]1cccc(C(N)=O)c1	11	-45	-5	84	1	.	4	99	0.5	-1
O=C(CCNc1ccc(Cl)c(C(F)(F)F)c1)c1ccco1	22	-23	10	57	3	16	-8	67	-1.3	-3
O=C(N=Nc1c(O)n(Cc2ccccc2)c2ccccc12)c1ccc(O)cc1	4	-42	-10	59	3	.	-2	46	-1.8	-1
CC(C)(C)C1(C)OC(C(N)=O)C(C(N)=O)O1 (centres undefined)	3	-19	0	108	1	.	-5	.	0.7	-3
O=C(Cn1ncc2c(=O)oc3ccccc3c21)N1CCC(N2CCCCC2)CC1	7	11	-1	90	2	-3	-7	99	-1.8	6
COc1ccc(N2CC(C(=O)Nc3nccs3)CC2=O)cc1 (centres undefined)	48	-14	.	105	-3	12	-19	101	-2.3	6
O=C(Nc1nc2ccccc2n1CCN1CCCCC1)C1CCCCC1	7	-43	.	43	2	10	-16	56	-4.4	5
CCCCN1C(=O)C2NN=C(C(=O)OC)C2C1=O (centres undefined)	3	-55	0	108	2	5	-4	98	0.2	-8
Cc1ccc(SCCNC(=S)Nc2ccc(C)c(C)c2)cc1	3	14	.	39	6	1	-6	50	-4.3	-1
CC(=O)N1CCc2cc(S(=O)(=O)Nc3cccc(C(F)(F)F)c3)ccc21	27	-24	-1	73	4	-10	-18	68	-2.1	-1
Cc1ccc(S(=O)(=O)N2CCCC2CO)cc1 (centres undefined)	14	-25	-1	92	2	-28	-3	105	-0.5	-10
Cn1nnnc1SCC(=O)Nc1ccc(N2CCOCC2)cc1	11	-18	.	99	0	-14	-18	97	-1.4	11
C/C(CC(=O)Nc1ccccn1)=N\NC(=O)c1ccccc1	8	-38	-9	83	1	-12	5	88	-3.3	4
CCCCCCn1c(N2CCN(c3ccccc3)CC2)nc2c1c(=O)n(C)c(=O)n2C	3	-41	1	45	6	.	1	38	-5.3	-3

By substructure, those above with fluorine.
SMILES	Measles CPE	Yeast growth inh	Phagocyt inh	HCT116 bCat-KO	NPY-Y2 antag	E-sel TNF inh	Yeast life ext	HCT116 PTEN-null	MRP1 act	GALR2 antag
O=C(CSCc1ccc(F)cc1)N1CCN(c2ccc(F)cc2)CC1	8	-30	-1	100	0	-19	-4	91	1.8	6
O=C(CSc1ccc(/C=N/NC(=O)c2cccc(F)c2)o1)Nc1ccccc1	6	-51	0	94	2	11	-3	104	-1.4	9
Cc1cc2n(n1)SC(Nc1ccc(F)cc1)N2 (centres undefined)	11	-17	.	78	-2	-24	.	89	-0.2	1
O=C(CCNc1ccc(Cl)c(C(F)(F)F)c1)c1ccco1	22	-23	10	57	3	16	-8	67	-1.3	-3
CC(=O)N1CCc2cc(S(=O)(=O)Nc3cccc(C(F)(F)F)c3)ccc21	27	-24	-1	73	4	-10	-18	68	-2.1	-1

Additional results follow:
SMILES	Measles CPE	Yeast growth inh	Phagocyt inh	HCT116 bCat-KO	NPY-Y2 antag	E-sel TNF inh	Yeast life ext	HCT116 PTEN-null	MRP1 act	GALR2 antag
COc1ccc(-c2[nH]ncc2Oc2ccccc2OC)c(O)c1	1	-9	-1	82	-3	-19	5	91	-4.1	4
COc1ccc(-n2cnc3cc(NCc4ccco4)ccc32)cc1	22	-23	-1	68	2	-7	-22	74	-1.7	-2
CCCCCOc1ccc(C(=O)NC(C(=O)O)C(C)C)cc1 (centres undefined)	22	10	-1	96	1	16	-5	95	-0.9	5
COc1ccc(C(NC(C)=O)c2c(O)ccc3ccccc23)cc1OC (centres undefined)	24	-21	-7	86	1	27	-5	84	-2.0	3
CCOC(=O)c1ccc(NC(=O)Cn2nnc3ccccc32)cc1	11	-48	0	89	-5	41	-2	92	-0.7	8
COc1ccc(/C=N/n2cncn2)cc1CSc1ccccn1	4	-41	0	97	4	19	-6	95	-1.8	-11
CCOC(=O)CNC(=O)CSc1ncnc2c1nnn2-c1ccc(F)cc1	1	-31	.	74	1	-29	-3	73	-3.3	-14
COc1ccc(NCc2nnc(SCC(=O)N3CCCc4ccccc43)n2C)cc1	5	-7	0	93	4	.	0	91	-3.6	4
COc1ccc2nc(N/C(N)=N/C(=S)Nc3ccc(C)c(C)c3)nc(C)c2c1	8	-26	.	38	0	18	6	28	-3.9	-6
CN(C)S(=O)(=O)N1CCc2ccccc2C1	3	-49	-1	100	3	-19	-4	93	-1.9	0
O=C(CCSCCC(=O)NCCN1CCOCC1)NCCN1CCOCC1	9	4	-1	100	2	-13	-5	93	-1.1	2
CC(=O)C1=NN(c2ccccc2)C(c2ccc3c(c2)OCO3)N1c1ccccc1 (centres undefined)	4	-22	.	74	9	.	-3	64	-2.8	19
COC(=O)[C@@H]1CC[C@H](C)[C@@H](c2ccc(C)cc2)N1C(=O)c1ccc(/C=N/O[C@@H](C)CN2CCCCc3nc(C)c(C)cc32)cc1	19	-16	.	5.9*	4	.	11	12	-4.4	6
Cc1cc(C(=O)CSc2n[nH]c(N)n2)c(C)n1C1CC1	7	-13	-2	80	0	-7	-17	71	-1.9	2
Cc1ccc(C(=O)/C=C/Nc2ccc([N+](=O)[O-])cc2Br)cc1	9	-42	2	17	3	-15	-10	19	-6.4	-3
CN(C)S(=O)(=O)c1cccc(C(=O)Nc2cccnc2)c1	10	-4	.	98	-1	8	-7	108	-0.1	8
Cc1noc(C)c1S(=O)(=O)N(CC(=O)O)c1ccc2c(c1)OCO2	17	-22	-2	86	-3	19	-5	89	-1.4	-6
CSc1nc2[nH]c3c(c2c2nnnn12)CCCC3	9	-39	-2	98	0	-56	-29	82	-2.2	10
O=C(CSCCO)Nc1cccc(C(F)(F)F)c1	10	-38	-1	93	-1	-11	-1	99	0.2	-9
O=C(C=C1CCN(c2ncc(C(F)(F)F)cc2Cl)CC1)NNC(=O)Nc1ccccc1	8	-45	0	92	6	29	-4	96	-1.6	-10
COc1cccc(-c2nnc(N(C)C(=O)C3CCOC3)s2)c1 (centres undefined)	5	-49	-1	98	3	-34	-10	95	0.2	13
COc1ccc(C2C(C#N)=C(N)Oc3n[nH]c(C)c32)cc1CN1CCN(c2ccc(F)cc2)CC1 (centres undefined)	4	-29	.	85	1	-11	-12	78	-1.5	4
S=c1[nH]nc(-c2ccc3ccccc3n2)n1-c1ccccc1	17	-19	-12	82	6	25	-2	83	-3.4	11
CCOC(=O)c1c(NC(=O)C(=O)N/N=C/c2ccc(OCC)cc2)sc2c1CCCCC2	6	-29	-13	102	3	.	3	101	-0.5	-4
COc1ccc(COCC(O)CN2CCOCC2)cc1OC (centres undefined)	7	-30	-2	101	-1	-2	-7	101	-0.8	-8
Cc1ccc(-c2nnn(CC(=O)Nc3ccc(S(=O)(=O)N4CCC(C)CC4)cc3)n2)cc1	1	-19	4	75	-3	19	2	56	-4.8	-8
Nc1c(C(=O)NCc2ccccc2)c2nc3ccccc3nc2n1-c1ccc2c(c1)OCO2	1	-56	0	15	0	.	-14	16	-2.5	-6
COc1ccc(C(=O)NC(=S)Nc2nc(C)c(C(=O)N(C)C)s2)cc1	17	-27	4	99	7	8	-9	100	0.3	-11
CCOC(=O)c1[nH]c2ccc(Cl)cc2c1NC(=O)c1nonc1C	41	-40	.	100	3	-1	-11	86	-2.6	10
CCCOC(=O)Nc1ccc(C(N)=O)cc1	6	-22	2	87	4	.	-7	97	0.9	10
CC(=O)c1cc2c(cc1NC(=O)CN1CCCCCC1)OCO2	22	-6	.	85	-1	-3	-22	90	-3.5	7
CC(C)NC(=O)c1ccc2c(=O)n(C3CCCC3)c(=S)[nH]c2c1	6	-42	-2	93	-2	5	-4	83	-0.8	-1
CCc1nc2cc(Cl)c(Cl)cc2[nH]1	14	-21	3	86	1	-24	-28	85	-3.1	-5
CCOc1ccc(NC(=O)CN2CCN(CC(=O)Nc3ccc4c(c3)OCO4)CC2)cc1	3	-23	-3	93	2	-10	-3	98	-4.0	1
CCc1ccc(CNCc2ccc(F)cc2)cc1	4	-64	-3	81	3	2	11	86	-1.4	3
CCn1c(SCC(=O)O)nnc1-c1ccc2[nH]c(C)c(C)c2c1	4	-29	4	93	3	-8	-1	97	-0.8	5
COc1ccc(C2CC(=O)c3sc(NC(C)=O)nc3C2)cc1 (centres undefined)	16	-52	-3	91	3	26	2	95	-2.4	0
Cc1ccc2c(c1)N(CC(=O)N1CCN(c3nc4ccccc4s3)CC1)C(=O)C(C)O2 (centres undefined)	4	-48	0	66	17	-12	-23	65	-3.6	-4
COc1cccc2cc3c(=O)oc4ccccc4c3nc12	18	31	.	86	-1	-13	-12	89	-1.6	9
CC(C)(C)c1nnc2sc(SCC(=O)N3CCCc4ccccc43)nn2c1=O	.	-2	-2	61	2	-26	-5	63	-2.4	0
Cc1nc2cc(C(=O)OCC(=O)Nc3cccc(Cl)c3)ccc2n1-c1ccccc1	14	-38	-10	98	13	14	-5	95	1.4	-7
